PKM2 act: qHTS Assay for Activators of Human Muscle isoform 2 Pyruvate Kinase; Pyruvate kinase PKM (Homo sapiens), P14618; purified PKM2, Kinase-Glo ATP luminescence, activation; response scale: 0% is enzyme alone, no compound; Potency, µM (titrated, usually from 57.5 µM), for inactives: at the highest dose activation, most hits filed as activators; 260,000 tested, 0.34% active; also: potency is read from the fitted curve at half-maximal effect; nearly all actives have a fitted effect of over 55% in size
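Purified hPK-M2 (>95%) run at intermediate activity with 0.1 mM ADP and 0.5 mM PEP in 50 mM imidazole pH 7.2, KCl, MgCl2; 1 h room temperature. ATP formed read by Kinase-Glo luminescence; normalized to uninhibited and no-enzyme controls.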
KCNH2 3.1 inh: qHTS for Inhibitors of KCHN2 3.1: Mutant qHTS | activity change, % (tested at about 1.8 µM) | AID 720553, 2013 | Potassium voltage-gated channel subfamily H member 2, brain isoform KCNH2 3.1 (human) | 340,000 tested, 0.95% active | U2OS KCNH2 3.1, thallium flux FluxOr; stronger effect = lower value;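 active = maximum activity change below -70%; inconclusive = maximum activity change from -70% to -50%; inactive = maximum activity change above -50%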;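 also: thallium influx rate constant from kinetic fluorescence after stimulation buffer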
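Steps: virus added to U2OS suspension (4 h, RT, dark); medium with 10% FBS added, cells plated, 37 C overnight; FluxOr/Red40 loading buffer 45 min RT; stimulation buffer, 2 min kinetic read; rate constant normalized.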
Giardia kill: Small Molecules that selectively kill Giardia lamblia: qHTS | 340,000 tested, 0.15% active | Giardia lamblia trophozoite viability | activity change, % at 7.66 µM, hits read low | AID 540267, 2011; in the data active = activity change below about -80%; inconclusive = between about -30% and that limit;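 also: parasites exposed to compound for two days anaerobically before the ATP read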
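Killing of trophozoites was scored by loss of ATP luminescence after a 48 hrs anaerobic exposure to compounds at 37 deg C, using 100 cells per well.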
Chronic BCR inh: qHTS Assay to Find Inhibitors of Chronic Active B-Cell Receptor Signaling. Potency, µM (top dose mostly 46.1 µM), for inactives: top-dose ratio change, negative = lower green/red ratio, usual class: inhibitors. 340,000 tested, 0.05% active. ABC-DLBCL IkBa-CBG/CBR reporter, luminescence ratio, 4 h; active = well fitted inhibition curve with a large enough effect in the signal ratio, with a control signal flat, not every such curve was filed as active; inconclusive = small, poorly fitted or top-dose-only effect, or effect the other way, or a change in a side signal; the % refers to the signal ratio;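 also: potency is read from the fitted curve at half-maximal effect; plate controls were basal doxycycline-induced cells for no effect and cells given 10 µM MG132 for full effect; MG132 reads +100%, hits lower the ratio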
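Compounds up to 46 uM were incubated four hours with TMD8 cells whose green CBG68 luciferase is fused to IkappaBalpha; red CBR luminescence normalised the signal, and concentration-effect curves were fitted to fusion, red and ratio data.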
Coupling enz: qHTS Assay for Inhibitors of Fructose-1,6-bisphosphate Aldolase from Giardia Lamblia: Coupling assay counterscreen; coupling enzyme system counterscreen, AmpLite Red fluorescence; activity change, negative = inhibition, % at 58.2 µM, hits read low; 290,000 tested, 0.67% active; in the data active = activity change below about -30%
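Final compound at 57.5 uM, incubated 10 min at RT with coupling enzyme reagent (glyceraldehyde-3-phosphate), then 20 min with substrate and AmpLite Red detection. Fluorescence read at 525/598 nm; tests interference with the coupling assay, not aldolase inhibition.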
B2AR arrestin: qHTS assay of beta-arrestin-biased ligands of beta2-adrenergic receptor. Beta-2 adrenergic receptor (Homo sapiens), P07550. beta-arrestin recruitment to beta2AR, cell-based reporter. Potency, µM (series often up to 46.1 µM), for the others: at the top dose activation, usual class: activators. 330,000 tested, 0.02% active;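 also: potency is read from the fitted curve at half-maximal effect; 0% = DMSO controls and full agonism = EC100 isoproterenol or metaproterenol; nearly all actives have a fitted effect of over 65% in size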
uPA generation: qHTS for Inhibitors of Cell Surface uPA Generation. Potency, µM (top dose mostly 38.3 µM), without a hit: top-dose activity change, negative = inhibition, usual class: inhibitors. cell surface uPA generation assay, qHTS. 330,000 tested, 0.31% active; active = well fitted inhibition curve with a large enough effect; inconclusive = small, poorly fitted or top-dose-only effect; inactive = no such curve, though single readings can be large or run the other way; tested in mouse RAW 264.7 cells; also: potency is read from the fitted curve at half-maximal effect; nearly all actives have a fitted effect of over 55% in size
GALK inh: qHTS Assay for Inhibitors of Human Galactokinase (GALK) | P51570 | Purified GALK, Kinase-Glo residual ATP luminescence | Potency, µM (series often up to 57.5 µM), inactives show top-dose activity change, negative = inhibition, usual class: inhibitors | 270,000 tested, 0.007% active; also: potency is read from the fitted curve at half-maximal effect
Target sequence (P51570 whole entry, looked up): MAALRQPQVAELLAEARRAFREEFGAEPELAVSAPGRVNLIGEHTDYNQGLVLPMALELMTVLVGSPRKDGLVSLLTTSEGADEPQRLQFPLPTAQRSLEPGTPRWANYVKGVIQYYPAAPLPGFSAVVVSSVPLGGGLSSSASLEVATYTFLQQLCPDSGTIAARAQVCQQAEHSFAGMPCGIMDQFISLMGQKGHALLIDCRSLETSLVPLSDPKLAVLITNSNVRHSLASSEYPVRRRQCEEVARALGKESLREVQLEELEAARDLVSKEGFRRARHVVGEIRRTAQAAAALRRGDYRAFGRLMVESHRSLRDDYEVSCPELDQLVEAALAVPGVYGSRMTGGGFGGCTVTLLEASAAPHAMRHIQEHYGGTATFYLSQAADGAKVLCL
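Human GALK (5 nM) with 35 uM ATP and 100 uM galactose in 20 mM HEPES pH 8.0, 5 mM MgCl2, 60 mM NaCl, 1 mM DTT, 0.01% BSA. After 1 h at room temperature, leftover ATP was read by Kinase-Glo Plus luminescence.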
Eya2 phos inh: qHTS Assay for Inhibitors of the Phosphatase Activity of Eya2 | Protein phosphatase EYA2 (Homo sapiens), O00167 | Potency, µM (titrated, usually from 76.9 µM), for inactives: top-dose activity, negative = inhibition, actives largely listed as inhibitors | recombinant Eya2, OMFP fluorescence dephosphorylation (OMFP is methylfluorescein phosphate) | 330,000 tested, 0.006% active; also: potency is read from the fitted curve at half-maximal effect
Target sequence (O00167 whole entry, looked up): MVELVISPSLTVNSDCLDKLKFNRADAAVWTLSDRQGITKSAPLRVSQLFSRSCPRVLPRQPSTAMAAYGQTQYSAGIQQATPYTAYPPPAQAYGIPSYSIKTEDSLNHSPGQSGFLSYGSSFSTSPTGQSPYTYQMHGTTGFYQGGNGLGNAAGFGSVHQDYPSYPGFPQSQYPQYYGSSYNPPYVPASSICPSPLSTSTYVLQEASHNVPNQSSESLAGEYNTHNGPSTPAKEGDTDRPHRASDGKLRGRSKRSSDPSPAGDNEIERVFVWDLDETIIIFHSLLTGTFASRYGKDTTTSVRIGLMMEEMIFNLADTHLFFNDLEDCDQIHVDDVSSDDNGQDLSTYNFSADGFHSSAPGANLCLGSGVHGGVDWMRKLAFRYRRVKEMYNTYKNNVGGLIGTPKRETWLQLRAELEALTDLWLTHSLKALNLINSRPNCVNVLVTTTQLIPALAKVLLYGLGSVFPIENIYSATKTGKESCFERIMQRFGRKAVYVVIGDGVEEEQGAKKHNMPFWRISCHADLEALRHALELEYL
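Eya2 protein (added as 0.2 uM solution) was preincubated with compound for 10 min at ambient temperature in 50 mM HEPES pH 7.5, 50 mM NaCl, 5 uM MgCl2, 0.05% BSA, 1 mM DTT. OMFP (added at 50 uM) then reacted 10 min; fluorescence read at 485/525 nm.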
USP2a block: qHTS Assay for Inhibitors of Ubiquitin-specific Protease USP2a Using CHOP2 as the Reporter. AID 463254, 2010. 330,000 tested, 0.01% active. Potency, µM (top dose mostly 38.3 µM), for inactives: at the top dose activity change, negative = inhibition, actives largely listed as inhibitors. USP2 core, Ub-CHOP2 coupled fluorogenic reporter, 485/531;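 also: potency is read from the fitted curve at half-maximal effect; plate controls were DMSO wells for no effect and full inhibition by NEM control for full effect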
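Deubiquitinase activity read as fluorescence (485/531 nm) after Ub-CHOP2 cleavage activates the enterokinase reporter on its substrate; USP2 core 10nM, Ub-CHOP2 and substrate 25nM each, 30min compound preincubation then 60min RT; data normalized to NEM, curves fitted.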
KCNH2 WT inh: qHTS for Inhibitors of KCHN2 3.1: Wildtype qHTS; Voltage-gated inwardly rectifying potassium channel KCNH2 (Homo sapiens), Q12809; U2OS, BacMam KCNH2, thallium flux FluxOr; stronger effect = lower value; activity change, % at 1.84 µM; 340,000 tested, 0.37% active;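 active = maximum activity change below -70%; inconclusive = maximum activity change between -70% and -50%; inactive = maximum activity change above -50%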
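U2OS cells were transduced with wild-type KCNH2 virus (2.03 x 10^8 / mL) for 4 h at room temperature, then cultured overnight at 37 C. Thallium flux was read with FluxOr dye. Rate constants were normalized to DMSO controls.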
* marks the source's active call; other numbers are inactive results; u = inconclusive; x = no result given; [ ] = remark or other dose. Unless noted, calls follow the shape of the dose curve; as a rule, active = well fitted curve in the direction sought with a large enough effect; inconclusive = small, poorly fitted or top-dose-only effect, or another doubt; inactive = no such curve, though single readings can be large; an effect the other way counts as inactive or inconclusive. Unless noted, % is scaled to controls: 0 for no effect and ±100 for the full control effect.

Under each structure: PKM2 act | KCNH2 3.1 inh | Giardia kill | Chronic BCR inh | Coupling enz | B2AR arrestin | uPA generation | GALK inh | Eya2 phos inh | USP2a block | KCNH2 WT inh
- c1ccc(-c2nnc3ccc(N4CCCC4)nn23)cc1
 : 3% | -11 | -13 | -15% | 0 | -0.8% | -5% | -2% | 11% | 3% | -25
- CCCOc1ccc(C(=O)NCc2ccco2)cc1
 : -2% | 1 | -12 | 0% | 3 | -0.4% | 0% | 0% | 2% | 1% | -4
- CCn1c(-c2cccc(S(=O)(=O)N3CCCC3)c2)n[nH]c1=S
 : 6% | 3 | -4 | -5% | 2 | -0.9% | 9% | -4% | -2% | -2% | -5
- Cc1nc(S/C(=C\c2ccc(OCc3ccccc3Cl)cc2)C(=O)O)n[nH]1
 : -8% | 1 | 10 | 0% | 5 | -0.9% | 1% | 3% | -6% | 0% | -3
- CCN(Cc1ccccc1)S(=O)(=O)c1ccc(C(=O)N(CCCN(C)C)c2nc3cc(OC)ccc3s2)cc1
 : x | 12 | -1 | 3% | x | -0.1% | -7% | x | 7% | -3% | 3
- CSc1nc(N)nc2c1ncn2CC(=O)N[C@H](CO)Cc1c[nH]c2ccccc12
 : x | 7 | 68[activator] | -1% | x | -0.9% | 11% | x | -9% | 3% | -5
- CCNc1nc(NCC)n2c(SCC(=O)Nc3ccccc3OC(F)F)nnc2n1
 : x | 9 | -27 | -2% | x | 3.8% | -4% | x | -3% | 4% | -3
- O=C(Nc1nccs1)C1CCN(S(=O)(=O)c2ccc(Cl)c(C(F)(F)F)c2)CC1
 : -2% | -6 | 14 | u | 9 | -0.1% | 8% | 1% | 3% | 1% | -2
- COc1ccc(/C=C/C(=O)OCC(=O)NCc2ccccc2)cc1OC
 : x | 3 | 5 | -2% | x | 0.1% | u | x | 2% | 2% | -5
- O=C(CSc1nc2ccccc2c(=O)n1CC1CCCCC1)N1CCOCC1
 : -7% | 9 | 1 | -2% | -2 | -0.2% | 6% | -1% | -6% | 1% | 20
- CCCC(=O)Nc1ccc(C(=O)O)cc1NC(=O)CCC
 : -4% | -4 | -18 | -6% | 0 | -1.9% | -3% | -3% | 0% | 3% | 15
- CCOC(=O)C1(CCc2ccccc2)CCN(C(=O)CCn2cncn2)CC1
 : -1% | 29 | 7 | 1% | 6 | -1.0% | 0% | 3% | 7% | 0% | -1
- CCN1CCN(c2ccc(NC(=O)c3ccc4c(c3)OCO4)cc2)CC1
 : -5% | -20 | -8 | 0% | 4 | 0.0% | -3% | -1% | 6% | 1% | 0
- CN(C)c1nc(OCCNC(=O)Nc2ccccc2)nc(N2CCCCC2)n1
 : -2% | -14 | 7 | 8% | 11 | -0.6% | 5% | -1% | -4% | 5% | -25
- Cc1ccccc1-n1c(SC(C)C(=O)N2CCN(C)CC2)nc2ccccc2c1=O (stereo unspecified)
 : 3% | 1 | -3 | -10% | 0 | -1.3% | -18% | -1% | -4% | 6% | -9
- CN(c1ccccc1C(=O)N1CCN(c2cccc(Cl)c2)CC1)S(C)(=O)=O
 : -6% | x | 4 | u | 1 | 0.0% | x | 0% | -19% | 2% | 4
- Cc1cccc(NC(=O)c2cc3ccccc3nc2C)c1
 : -13% | 16 | -1 | 2% | -1 | 0.1% | 0% | -3% | -4% | 7% | 12
- COCCOC(=O)C1=C(C)NC(=O)N(C(C)=O)C1c1ccc(Cl)cc1 (stereo unspecified)
 : -5% | -14 | 1 | 1% | 0 | 0.2% | 4% | -1% | u | 7% | -19
- Cn1c(SCC(=O)Nc2ccccc2[N+](=O)[O-])nnc1C(F)(F)F
 : 1% | 24 | 19 | 10% | 0 | -0.2% | -1% | 1% | -2% | -2% | -3
- Cc1c(O)c(CN(C)C)cc2c1oc(=O)c1ccccc12
 : 0% | 5 | 0 | 4% | 3 | -0.8% | -2% | 9% | 4% | 0% | -2
- O=C(Cn1cc2c(n1)CCCC2)NCc1cccc(Cl)c1
 : 4% | -5 | -2 | 10% | -1 | 0.5% | -10% | -1% | 1% | 1% | 26
- CCOC(=O)[C@@H]1[C@H]2COc3ccc(Br)cc3[C@H]2N2C(=O)N(c3ccc(C)cc3)C(=O)[C@@]12C
 : x | -22 | -7 | 0% | x | 0.0% | 8% | x | -3% | 3% | -4
- Cc1ccc(NS(=O)(=O)c2ccc(-n3cccn3)cc2)nc1
 : x | -8 | 12 | 0% | x | 0.1% | 1% | 7% | 21% | 2% | 19
- CCc1ccc(NC(=O)C2CCN(S(=O)(=O)c3c(C)noc3C)CC2)cc1
 : x | -9 | 0 | 3% | -1 | -0.1% | -18% | 2% | 2% | 2% | -5
- O=c1[nH]c(/C=C/c2ccc3c(c2)OCO3)c([N+](=O)[O-])c(=O)[nH]1
 : 0% | x | x | 0% | 6 | 0.2% | x | -20% | 2% | -1% | x
- CCN(Cc1ccccc1)S(=O)(=O)c1ccc(OC)c2ncccc12
 : -10% | -6 | 3 | u | 10 | -0.1% | -3% | 0% | -5% | 0% | -28
- O=C(CCc1nnc(COc2ccccc2)o1)NCc1ccccc1C(F)(F)F
 : 0% | 10 | 3 | -2% | -1 | -0.2% | 12% | -2% | -2% | 5% | 11
- CCOCc1nnc(NC(=O)C2CCN(C(=O)C3CC(=O)N(c4ccc(C)cc4)C3)CC2)s1 (stereo unspecified)
 : x | 5 | 1 | 1% | 4 | -0.1% | 18% | 5% | -9% | 2% | -4
- CCNC(=O)CSc1nnc(-c2ccc(OC)cc2)n1CC(C)C
 : -1% | 6 | 16 | 14% | 5 | 0.2% | 0% | -2% | 10% | 7% | 3
- O=C(c1cccc(Cl)c1)N1CCN(Cc2c[nH]c3ccccc23)CC1
 : 2% | 5 | 20 | -12% | 3 | -0.4% | -2% | 8% | -2% | -1% | -6
- CC(C)(C)c1ccc(OCCSc2nc3ccccc3n2CC(=O)O)cc1
 : x | -15 | 9 | 0% | 13 | 0.5% | 10% | -3% | 1% | -2% | -5
- COc1cccc(NC(=O)CNC(=O)c2ccc(F)cc2)c1
 : -2% | 17 | 17 | 0% | 1 | -0.3% | 1% | 1% | -4% | 1% | 6
- Cc1cc(NC(=O)CN2C(=O)NC(c3ccccc3)(c3ccc(C)c(C)c3)C2=O)no1 (stereo unspecified)
 : x | -12 | u | u | x | -0.4% | 13% | x | -6% | -9% | 1
- C#CCn1c(=NC(=O)c2ccco2)sc2cccc(Cl)c21
 : 1% | -4 | -13 | u | -1 | 0.1% | 1% | 4% | -2% | -2% | -7
- Cc1ccc(-n2cnnn2)c2cccnc12
 : -4% | 4 | 5 | 0% | -1 | 0.2% | -9% | 0% | -10% | 0% | 9
- CC(=O)N=C1SC2CS(=O)(=O)CC2N1c1cccc(Cl)c1Cl (stereo unspecified)
 : -1% | -3 | 0 | -1% | 2 | -0.7% | 24% | -1% | 15% | -1% | -6
- COCCCn1c(SCC(=O)NC(C)C)nnc1-c1ccccc1
 : -1% | 12 | -9 | 2% | 1 | 3.4% | 3% | -3% | 6% | 0% | -11
- CCN(CC)CCN(C(=O)c1ccc([N+](=O)[O-])cc1)c1nc2ccc(OC)cc2s1
 : -2% | 3 | -13 | 2% | 0 | -0.2% | 2% | -1% | -9% | 2% | 10
- COc1ccc(C=O)cc1OC1C=CCCC1 (stereo unspecified)
 : x | -13 | -5 | -6% | -3 | 0.1% | -10% | 0% | -3% | -1% | 0
- CCOc1ccccc1N(C(C)=O)S(=O)(=O)c1ccc(Cl)cc1
 : -1% | 2 | -1 | 1% | -1 | -0.2% | x | 10% | 14% | -4% | 1
- COc1ccc(NS(=O)(=O)c2cn(C)cn2)cc1OC
 : -3% | 6 | 5 | 9% | 6 | -0.1% | 1% | 7% | -4% | 2% | 12

Fetched one by one from the entries so far, two records:
Under each structure: PKM2 act | KCNH2 3.1 inh | Giardia kill | Chronic BCR inh | Coupling enz | B2AR arrestin | uPA generation | GALK inh | Eya2 phos inh | USP2a block | KCNH2 WT inh
- COc1cccc(NC(=O)CNC(=O)c2ccc(F)cc2)c1
 : -2% | 17 | 17 | 0% | 1 | -0.3% | 1% | 1% | -4% | 1% | 6
- CN(C)c1nc(OCCNC(=O)Nc2ccccc2)nc(N2CCCCC2)n1
 : -2% | -14 | 7 | 8% | 11 | -0.6% | 5% | -1% | -4% | 5% | -25
